ssDAF12 agonist: activates DAF-12 receptor from parasite S. stercoralis | HEK293 ssDAF-12/GRIP1 lit1-tk-luc reporter, luminescence; % of 3 µM dafachronic acid response | activation, % at 6.8 µM | 370,000 tested, 1% active;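 active = activation above the mean over all tested compounds plus 3 SD, cut at about 0.9% in these data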;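 note: 0% = DMSO-only wells and 100% = 3 µM delta7-dafachronic acid wells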
sPLA2-III inh: Inhibits HGIII-sPLA2 liposome hydrolysis, primary screen; Q9NZ20; QFRET BODIPY PC-A2 liposome hydrolysis, fluorescence; inhibition, % at 12.2 µM; 370,000 tested, 0.56% active;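 active = inhibition above mean plus 3 SD of compounds lying within the high and low control bounds, cut at about 19% in these data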;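 note: 0% = median of test compound wells and 100% = no enzyme DMSO wells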
FXN GAA850 act: increases GAA850 frataxin promoter reporter activity | HEK293 lucGAA850 FXN promoter luciferase reporter, 24 h; percent of 10 µM SAHA response | activation, % at 6 µM | 360,000 tested, 0.56% active | AID 540364;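 active = activation above the average of all compounds screened plus 3 SD, cutoff fixed separately per campaign, cut at about 7.5% in these data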;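 note: 0% = DMSO wells and 100% = 10 µM SAHA wells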
PLC-beta3 inh: inhibitors of human phospholipase C beta3 | Q01970 | Purified PLC-beta3, fluorogenic substrate, fluorescence | inhibition, % at 12.2 µM | 370,000 tested, 0.18% active | AID 720704; in the data active = inhibition above about 11%;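 note: 0% = median of compound wells on plate and 100% = full blocker control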
ADAM17 inh: inhibitors of human ADAM17; inhibition, % at 6.95 µM; P78536; recombinant ADAM17, EDANS/DABCYL FRET peptide cleavage; 370,000 tested, 0.83% active;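 active = inhibition above the mean of compounds lying between control limits plus 3 SD, set per campaign, cut at about 8.5% in these data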;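 note: 0% = DMSO-only wells as the low control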
Target sequence (P78536 215-824 limits assumed): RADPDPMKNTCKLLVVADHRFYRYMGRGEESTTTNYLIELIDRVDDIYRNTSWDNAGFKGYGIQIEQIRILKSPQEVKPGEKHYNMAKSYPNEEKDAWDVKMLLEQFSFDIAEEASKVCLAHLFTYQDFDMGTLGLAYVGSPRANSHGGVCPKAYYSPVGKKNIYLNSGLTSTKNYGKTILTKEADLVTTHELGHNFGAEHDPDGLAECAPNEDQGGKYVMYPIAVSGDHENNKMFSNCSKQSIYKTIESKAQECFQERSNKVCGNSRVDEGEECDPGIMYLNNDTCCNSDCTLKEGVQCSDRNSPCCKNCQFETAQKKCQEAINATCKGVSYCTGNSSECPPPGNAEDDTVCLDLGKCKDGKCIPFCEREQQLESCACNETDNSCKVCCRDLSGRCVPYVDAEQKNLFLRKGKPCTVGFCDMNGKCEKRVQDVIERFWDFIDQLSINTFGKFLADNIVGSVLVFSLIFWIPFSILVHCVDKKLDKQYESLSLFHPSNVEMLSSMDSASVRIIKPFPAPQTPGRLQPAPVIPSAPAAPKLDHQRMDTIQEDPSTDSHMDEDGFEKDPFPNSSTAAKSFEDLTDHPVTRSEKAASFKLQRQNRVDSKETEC
hgDAF-12 ag: hgDAF-12 agonism, primary luciferase screen. HEK293 GAL4-hgDAF12 UAS-luciferase reporter, agonist luminescence; normalized to butyrate control. activation, % at 6.8 µM. 370,000 tested, 1.8% active;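 active = activation above a cutoff set at the mean of all screened compounds plus 3 SD, cut at about 10% in these data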;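 note: 0% = DMSO wells and 100% = sodium butyrate wells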
PLC-gamma1 inh: PLC-gamma1 (human) inhibition, primary screen; purified PLC-gamma1, fluorogenic substrate, fluorescence; inhibition, % at 12.2 µM; 370,000 tested, 0.84% active; P19174; in the data active = inhibition above about 9.5%
ADAM10 inh: inhibitors of human ADAM10; AID 720582; inhibition, % at 7 µM; recombinant ADAM10, EDANS/DABCYL FRET peptide cleavage, 3 h; 370,000 tested, 0.62% active;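 active = inhibition above a per-campaign cutoff equal to the mean of compounds falling between control-based bounds plus 3 SD, cut at about 20% in these data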;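 note: 0% = DMSO wells while the 100% control is not disclosed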
DAX1 inh-1: inhibitors of human orphan nuclear receptor DAX1 (NR0B1) | 340,000 tested, 0.99% active | P51843 | inhibition, % at 6.75 µM | AID 504766 | HEK293 Gal4-DAX1 luciferase reporter, luminescence;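 active = inhibition above the mean over all tested compounds plus 3 SD, cut at about 4.2% in these data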;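 note: 0% = DAX1-transfected cells with DMSO and 100% = empty-vector control cells with DMSO; inhibition shows as a rise in luminescence from relieved DAX1 repression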
Target sequence (P51843 207-470 limits assumed): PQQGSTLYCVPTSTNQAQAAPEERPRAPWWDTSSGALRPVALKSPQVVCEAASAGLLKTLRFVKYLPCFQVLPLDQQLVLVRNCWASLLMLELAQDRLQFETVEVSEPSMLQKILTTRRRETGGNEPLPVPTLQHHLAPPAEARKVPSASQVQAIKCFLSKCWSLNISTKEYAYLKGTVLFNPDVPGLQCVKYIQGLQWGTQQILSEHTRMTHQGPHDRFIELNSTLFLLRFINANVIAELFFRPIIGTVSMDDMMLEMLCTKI
DAX1 inh-2: inhibitors of DAX1 repression of SF-1 activated StAR promoter | 370,000 tested, 1.1% active | AID 652010 | inhibition, % at 6.8 µM | HEK293T StAR-luciferase reporter, SF-1/DAX-1 repression relief;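 active = inhibition above the mean over all tested compounds plus 3 SD, cut at about 3.6% in these data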;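 note: 0% = DAX-1 cells with DMSO and 100% = cells lacking DAX-1 with DMSO; higher inhibition means more luminescence from relief of DAX-1 repression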
hcDAF-12 act: activators of H. contortus DAF-12 nuclear receptor; HEK293 hcDAF-12 lit1-tk-luc reporter, luminescence; 0% DMSO, 100% Δ7-dafachronic acid; activation, % at 6.8 µM; 370,000 tested, 1.4% active;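 active = activation above the mean of all tested compounds plus 3 SD, cut at about 5.5% in these data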;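 note: 100% = response to 3 µM Δ7-dafachronic acid high control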
Active calls of the source: *; nt = not tested or not shown. Hits appear at their usual frequency (roughly 6.9% active in at least one column).

Structure,hcDAF-12 act,hgDAF-12 ag,ADAM10 inh,sPLA2-III inh,PLC-gamma1 inh,ADAM17 inh,FXN GAA850 act,ssDAF12 agonist,DAX1 inh-1,PLC-beta3 inh,DAX1 inh-2
CCOC(=O)C1CCCN(C(=O)c2cc3ccccc3oc2=O)C1 (centres undefined),-0.7,0.3,5,0,3,-1,1.0,-1.2,0.3,-7,0.1
Cc1ccccc1C(=O)Nc1cc(-c2cc(C(C)(C)C)oc2C)nn1C,-1.1,-2.9,4,3,1,3,0.6,-1.3,-0.8,-10,0.0
Cc1nn(Cc2c(F)c(F)c(F)c(F)c2F)c(C)c1NC(=O)c1ccc(COc2ccccc2Cl)cc1,-0.3,-3.3,2,-5,4,0,-0.7,-2.2,-0.8,5,-0.8
Cc1ccccc1CS(=O)(=O)Cc1ccc(C(=O)NCCc2ccccc2)o1,-0.2,-1.0,1,-7,7,0,-1.8,-1.2,-0.4,-10,-0.3
O=S1(=O)c2c(cccc2N2CC[C@H](O)C2)O[C@@H]2CCN1C2,-1.2,-2.4,-1,5,-2,-11,nt,-0.6,nt,1,-0.6
Cc1ccc(NC(=O)NC(=O)CN2CCN(c3ccc(O)cc3)CC2)c(C)c1,-2.3,1.2,-5,9,-2,1,0.4,-1.1,-2.2,-8,-0.5
N#CC1=C(N)NC(SCC(=O)O)=C(C#N)C12CCCC2,-2.0,0.2,-4,6,-4,-3,0.8,-0.1,0.4,-8,-0.5
O=C(Nc1ccc(-c2csc(-c3ccccc3)n2)cc1)c1ccccc1,1.2,2.1,-11,1,-1,-1,2.6,-1.5,1.1,3,-0.6
CCOC(=O)CNC(=O)C(Cc1ccc2c(c1)OCO2)NC(C)=O (centres undefined),-2.7,1.4,-7,1,2,-4,nt,-0.3,nt,0,0.1
CC1(C)[C@@H](O)CC[C@]2(C)[C@H]3C(=O)C=C4[C@@H]5C[C@@](C)(C(=O)O)CC[C@]5(C)CC[C@@]4(C)[C@]3(C)CC[C@@H]12,0.0,3.0,5,0,7,1,1.6,-1.2,-0.5,1,0.0
c1ccc(Cn2nnc3ccccc32)cc1,0.1,-0.7,8,0,3,-2,1.6,-1.7,0.1,-2,-0.1
O=C(CNC(=O)c1ccc(S(=O)(=O)N2CCCCC2)cc1)N/N=C/c1ccco1,-1.8,-0.7,-10,-4,-3,-62,0.7,-0.9,-1.5,0,-0.5
O=[N+]([O-])c1ccc(C=NNC(=S)NN=Cc2ccc([N+](=O)[O-])cc2)cc1,-0.8,-2.0,14,0,2,6,-0.4,-0.8,0.8,5,-0.7
COc1ccccc1-c1cc(NC=O)c2ncc(-c3cccc(C(=O)N(C)C)c3)n2c1,-3.3,3.6,-24,7,-19,-11,-2.0,-0.1,nt,-25,3.5
COc1ccc(C(C)=O)cc1CSc1nncn1C,0.8,-3.8,-11,9,-2,-2,0.6,0.5,1.4,-3,0.8
CC(=O)Nc1ccc(S(=O)(=O)NC2CCSc3ccccc32)cc1 (centres undefined),2.1,-1.0,1,-1,0,-2,1.1,-0.3,-1.3,-5,-0.4
O=C(Nc1nnc(S(=O)(=O)Nc2ccccc2)s1)c1ccccc1Cl,-0.4,0.7,-9,-4,-5,1,0.8,-0.8,0.3,-17,0.2
COc1cc(OC)c(OC)cc1/C=C/C(=O)OCC(=O)Nc1c(C)n(C)n(-c2ccccc2)c1=O,-1.9,-1.8,-67,10,-256,-25,-1.2,-2.2,-1.1,-341,-0.3
COc1cc(NC(=O)SC2=NCCS2)cc(OC)c1,-0.8,-0.6,3,3,-2,2,1.4,-1.1,0.0,-8,-0.1
CC1CN(S(=O)(=O)c2cccc(C(F)(F)F)c2)CC(C)O1 (centres undefined),-1.7,1.8,-4,-9,2,-4,0.5,-1.3,nt,3,-0.1
Cc1ccc(S(N)(=O)=O)cc1NC(=O)c1ccc2c3c(cccc13)CC2,0.7,-0.1,-11,-3,1,-1,2.1,-1.0,0.7,-1,0.4
Cc1ccc(C(=O)NCC2CCCO2)cc1[N+](=O)[O-] (centres undefined),5.1,-0.8,0,12,0,-1,1.1,-1.6,1.0,1,0.3
COC1=CC(=O)C(C2CC(=O)c3c(O)cc(O)cc3O2)=CC1=O (centres undefined),-1.2,1.4,-8,-10,5,-4,2.8,-1.0,0.3,-1,-0.1
CC(C)CNc1cccc2c1S(=O)(=O)N(Cc1cn(Cc3cccc(C(F)(F)F)c3)nn1)Cc1ccccc1O2,-1.5,-1.9,-15,1,-31,-2,nt,-1.3,nt,-18,-0.5
CCCNC(=O)N(C)C[C@@H]1Oc2cc(C#CC(C)(C)O)ccc2S(=O)(=O)N([C@H](C)CO)C[C@H]1C,-0.7,0.4,-2,0,0,0,-1.0,-1.2,0.9,0,-0.3
COc1ccc(-c2cc(C(=O)N(C)CC(=O)Nc3ccccc3Br)c3ccccc3n2)cc1OC,-2.2,-2.4,-109,-22,-347,-29,-6.2,-1.7,-2.1,-352,-6.3
COC(=O)c1ccc(C(=O)OC)c(NC(=O)CSCc2ccc(Cl)cc2)c1,-1.4,0.5,-57,4,-18,-21,0.5,-1.3,-0.5,-18,0.2
C=CC[C@H](CC(=O)N(CCO)Cc1ccccc1)C(=O)N[C@H](COC(=O)[C@H](CC=C)CC(=O)OC(C)(C)C)Cc1ccccc1,-2.4,-2.3,13,-37,1,6,-8.3,-1.7,-1.0,2,-0.2
N#Cc1nc(COc2ccc(Cl)cc2Cl)oc1N1CCOCC1,-0.1,-0.4,4,5,2,3,-1.8,-1.4,1.3,0,0.3
COCCN1C(=O)c2oc3ccccc3c(=O)c2C1c1ccc(O)c(OC)c1 (centres undefined),-1.0,-2.6,-6,-3,-3,1,-0.9,-1.2,2.5,-4,-0.5
CCOc1ccc(N2C(=O)c3ccccc3NC2(C)CC)cc1 (centres undefined),3.3,12*,-68,16,-11,-6,1.3,-1.1,0.3,-30,3.7*
N#Cc1ccc(OCC(=O)Nc2nc(-c3cccnc3)cs2)cc1,0.2,1.4,-46,0,-53,-10,0.9,-0.5,-0.6,-68,0.6
O=C(Nc1ccc2c(c1)OCO2)N1CCN(S(=O)(=O)c2ccc(Cl)cc2)CC1,-1.1,3.4,0,-12,-2,-3,-0.9,-1.4,0.2,1,-0.5
COC(=O)Cc1cc(=O)n2[nH]c(SC)nc2n1,0.9,0.1,-11,12,1,-1,-2.5,-0.8,1.1,-3,-0.9
N#C/C(=N/Nc1ccc([N+](=O)[O-])cc1)C(=N)N1CCCCC1,6.4*,20*,0,6,3,1,2.5,1.6*,8.1*,1,5.5*
O=C(CSc1n[nH]c(Cc2ccccc2)n1)Nc1ccccc1Br,-0.3,-0.6,-1,-12,0,1,-1.8,-1.1,-0.5,-1,0.4
CCN(CC)C(=O)c1cc(Cl)ccc1NC(=O)c1ccco1,-0.6,0.6,13,6,4,-1,0.7,-0.6,1.4,-5,-0.2
CCOc1cccc(-c2c(C(=O)N/N=C/c3ccc(Br)cc3)nnn2-c2nonc2N)c1,-0.5,-0.8,0,-21,1,-3,-1.7,-1.4,0.7,-9,-0.6
COc1cccc(/C=N/NC(=S)NCc2ccco2)c1OC,-0.1,1.3,-36,8,-16,-14,3.0,-1.2,1.2,-31,-0.6
Clc1ccccc1CN1CCC(Cc2ccccc2)CC1,-1.2,2.0,8,-6,9,2,1.0,-0.2,1.9,4,0.4
O=C(NCCC1CCCCN1S(=O)(=O)c1ccccc1)C(=O)NC1CCCC1 (centres undefined),-0.9,-1.2,-9,17,1,0,1.1,-0.5,-0.4,-7,-1.7
Cc1ccc(C(=O)NNC(=O)CSc2nnc(-c3ccccc3)n2Cc2ccccc2)cc1,-2.4,-2.9,2,-19,-2,-1,-0.4,-1.8,-0.3,1,0.4
COc1ccc(Cl)cc1NC(=O)C1CCN(C(=O)Nc2ccccc2)CC1,1.1,0.7,0,-5,0,2,-0.5,-1.0,0.0,5,2.3
C#CCn1c2ccccc2c(=O)n1CCOc1ccccc1OC,-1.9,-1.8,-11,0,-1,-3,nt,-0.3,nt,3,0.8
CC(C)n1nccc1N(Cc1ccc(Cl)cc1)S(=O)(=O)c1ccccc1,0.7,0.4,28*,11,8,6,-0.6,-0.5,-0.8,0,0.2
O=C(CCc1nnc2ccc(NCc3ccc(F)cc3)nn12)NC1CCCC1,-0.7,-0.8,-15,6,0,-7,-0.7,-0.7,0.8,-1,-0.6
CC(=O)C1=C(O)CC(c2ccccc2)CC1=NCCc1c(C)[nH]c2ccccc12 (centres undefined),-0.8,1.1,-3,-3,1,-3,-0.1,0.1,1.8,2,1.2
CC1(C(=O)NNC(=O)c2ccc([N+](=O)[O-])cc2)CC1(Br)Br (centres undefined),0.0,-3.2,-3,5,2,-2,-0.8,-1.2,0.5,-7,-0.2
O=C(NCc1cccnc1)c1cc(-c2ccccc2)on1,1.4,12*,-1,2,1,-2,3.8,-1.2,2.4,3,1.5
NC(=O)C1CCN(C(=O)CSc2nc3ccccc3s2)CC1,2.4,0.8,-5,14,8,-3,1.9,-0.3,0.1,5,0.3
O=S(=O)(NC1CC2CCC1C2)c1ccc(Cl)cc1 (centres undefined),-1.6,0.1,6,-5,1,-2,1.1,-0.3,-0.1,-4,0.2
CC(C)CC(=O)Nc1ccc2c(c1)nc(CCN1CCCCC1)n2C,-1.5,-0.9,-70,0,3,-26,0.5,-0.7,1.2,-1,0.0
COc1cc(NC(=O)c2ccccc2)c(OC)cc1NC(=O)CN1C(=O)NC2(CCCCC2)C1=O,-0.8,2.0,5,-3,-5,-2,-1.8,-0.6,-0.7,-15,-1.0
CC(=O)N(Cc1ccccc1)c1c(N)nc(N)[nH]c1=O,-1.3,3.0,4,4,-1,-2,-0.9,-1.5,1.7,-5,0.2
CCCc1ccc(Oc2cc(C)nc(N3CCOCC3)n2)cc1,-0.7,2.8,1,0,6,4,1.1,-0.7,1.3,3,0.2
COc1ccc(-c2c(C#Cc3ccsc3)c3cc(-c4ccc(CN5CCOCC5)cc4)ccc3n2C)cc1,-1.2,0.4,-46,3,-20,-10,-2.2,-1.7,-0.3,-33,-0.6
Cc1ccc(CNS(=O)(=O)c2ccc3c(c2)N(C)CCO3)cc1,-1.5,-2.0,-7,-4,1,-3,-0.4,-1.3,-0.8,-11,-0.5
CC(C)OCCCNC(=O)C1CCC(=O)N1C1CCCC1 (centres undefined),-1.2,-0.5,-2,1,-3,-3,5.1,-1.7,0.1,3,0.1

Source: PubChem
